From PubChem BioAssay
AGP1 TOR yeast: modulators of TOR pathway AGP1-GFP in S. cerevisiae. S. cerevisiae AGP1-GFP multiplex flow cytometry, 3 h; GFP as percent of DMSO wells. GFP response vs DMSO, % at 10 µM. hit rate 0.02% among 320,000. AID 2066;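 active means GFP response relative to DMSO above a set limit, near screen average plus 3 SD, cut at about 150% in these data; inconclusive means fewer than 70 cells counted for the yeast strain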;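 further: median GFP channel fluorescence of the gated AGP1 strain per well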
Fam108B counter: Fam108B inhibition, counter-screen for RBBP9 inhibitors; AID 1947; inhibition, % at 9.51 µM; hit rate 0.33% among 300,000; recombinant Fam108B, FP-Rh probe fluorescence polarization;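 active means inhibition above the screen mean inhibition plus 3 SD, computed separately per campaign, cut at about 18% in these data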;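 further: inhibitors lower polarization as less probe binds the enzyme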
CIT2 TOR yeast: yeast TOR pathway CIT2-GFP modulation. GFP response vs DMSO, % at 10 µM. S. cerevisiae CIT2-GFP strain, flow cytometry, 3 h; 100 means same as DMSO wells. hit rate 0.065% among 320,000;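 active means GFP response relative to DMSO above a set limit, near the screen mean plus 3 SD, cut at about 150% in these data; inconclusive means Fewer than 70 cells measured for a yeast strain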;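 further: ratio of well median GFP fluorescence to mean of DMSO wells on the plate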
GRK2 inh: human GRK2 inhibition via aptamer displacement; P25098; bead flow cytometry, FAM-aptamer displacement from GRK2; inhibition of aptamer binding, % at 10 µM; hit rate 0.59% among 330,000; AID 488847;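 active means inhibition of aptamer binding above 40%, roughly 3 SD of noise, on plates passing a quality check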;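 further: median bead fluorescence of bound FAM aptamer so fluorescent compounds give negative values; no value below 0 was filed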
VLA-4 inh: inhibition in a human VLA-4 binding assay. VLA-4 expressing cells, ligand binding flow cytometry. inhibition, % (about 7 µM as worked out from the volumes in the protocol). hit rate 0.2% among 330,000; in the data active means inhibition above about 50%
Target sequence (P13612 whole entry, looked up): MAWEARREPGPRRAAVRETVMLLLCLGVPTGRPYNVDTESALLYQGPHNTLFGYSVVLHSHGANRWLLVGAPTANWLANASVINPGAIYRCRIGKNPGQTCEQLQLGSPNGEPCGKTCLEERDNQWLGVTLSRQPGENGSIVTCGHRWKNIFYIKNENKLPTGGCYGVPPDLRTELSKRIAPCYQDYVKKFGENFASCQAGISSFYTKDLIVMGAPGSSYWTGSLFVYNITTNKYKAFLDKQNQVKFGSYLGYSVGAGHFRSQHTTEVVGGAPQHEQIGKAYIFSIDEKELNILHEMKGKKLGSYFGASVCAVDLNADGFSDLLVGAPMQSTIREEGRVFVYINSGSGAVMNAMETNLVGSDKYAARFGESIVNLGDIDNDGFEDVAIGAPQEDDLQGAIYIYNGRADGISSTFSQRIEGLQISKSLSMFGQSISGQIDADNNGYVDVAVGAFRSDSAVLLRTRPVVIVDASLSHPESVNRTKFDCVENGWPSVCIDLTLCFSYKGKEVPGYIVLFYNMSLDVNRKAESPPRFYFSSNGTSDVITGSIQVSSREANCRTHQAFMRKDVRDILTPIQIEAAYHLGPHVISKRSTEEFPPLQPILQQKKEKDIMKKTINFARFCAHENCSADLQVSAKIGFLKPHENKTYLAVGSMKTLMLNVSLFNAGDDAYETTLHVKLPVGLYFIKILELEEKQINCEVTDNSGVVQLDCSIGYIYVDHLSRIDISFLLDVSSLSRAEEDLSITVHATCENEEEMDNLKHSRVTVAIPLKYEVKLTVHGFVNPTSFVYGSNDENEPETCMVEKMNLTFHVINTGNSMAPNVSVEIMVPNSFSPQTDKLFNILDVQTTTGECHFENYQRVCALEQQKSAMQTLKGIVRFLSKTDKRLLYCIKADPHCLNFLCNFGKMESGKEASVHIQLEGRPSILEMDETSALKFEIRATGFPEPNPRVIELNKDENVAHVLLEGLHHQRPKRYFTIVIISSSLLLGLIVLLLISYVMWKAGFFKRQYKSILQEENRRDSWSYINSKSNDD
GLD-1 TGE inh: GLD-1-TGE RNA interaction inhibition (C. elegans) | inhibition, % at 5.96 µM | Q17339 | purified GLD-1 + fluorescein TGE RNA, fluorescence polarization | hit rate 0.44% among 320,000;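 active means percent inhibition above a per-plate cutoff, the plate mean of test compounds plus 3 SD, cut at about 30% in these data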;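 further: 0% = DMSO wells with GLD-1 and probe and 100% = wells lacking GLD-1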
MEX-5 binding: C. elegans MEX-5 TCR-2 RNA binding activity; Q9XUB2; MEX-5/FITC-TCR2 RNA binding, fluorescence polarization; hits give low values; activity score (negative = inhibition of binding), % at 10 µM; hit rate 0.38% among 300,000;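 active means inhibition past about -25% in most replicates, and total fluorescence under double the plate's negative control median, limit read from the data; inconclusive means replicates evenly split on the limit, or fluorescence at least double controls; inactive means too little inhibition in most replicates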;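 further: 0% = DMSO and -100% = 5 µM competing unlabeled TCR2 RNA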
MCL1-BIM inh: MCL1-BIM-BH3 interaction inhibition (human); Q07820; GST-MCL1 / FITC-Bim-BH3 fluorescence polarization; inhibition, % at 10.9 µM; hit rate 0.68% among 320,000; AID 2057;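 active means inhibition above the mean inhibition of all tested compounds plus 3 SD, set per campaign, cut at about 40% in these data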;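 further: 0% = DMSO wells and 100% = unlabeled Bim-BH3 peptide control; higher means more loss of mP so more displacement of Bim peptide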
BCLXL inh: Bcl-xL (human) inhibition; GST-Bcl-xL / FITC-Bim BH3 peptide fluorescence polarization; inhibition, % at 10.9 µM; hit rate 0.7% among 320,000;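 active means inhibition above the mean of all tested compounds plus 3 SD, cutoff set per campaign, cut at about 30% in these data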;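 further: 0% = DMSO wells and 100% = unlabeled Bim-BH3 peptide competitor; inhibitors lower millipolarization by displacing the labeled peptide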
* marks the source's active call; other numbers are inactive results; ? = inconclusive; nt = not tested or not shown. Compounds were not picked by outcome. About 2.2% of those tested had a hit in this group.

SMILES | AGP1 TOR yeast | Fam108B counter | CIT2 TOR yeast | GRK2 inh | VLA-4 inh | GLD-1 TGE inh | MEX-5 binding | MCL1-BIM inh | BCLXL inh
CC(=O)Nc1ccccc1S(=O)(=O)CC1CC1(Cl)Cl (stereo unspecified) | 105 | -2 | 105 | 0 | 18 | -1 | -0.3 | 0 | 0
CC1=CC(c2ccccc2)n2nc(NS(=O)(=O)c3ccc(C)cc3)nc2N1 (stereo unspecified) | 105 | 0 | 99 | 0 | 19 | 7 | nt | 12 | 7
CC(C(=O)N1CCN(C)CC1)N1C(=O)c2ccccc2C1=O (stereo unspecified) | 99 | 0 | 96 | 1 | 7 | 3 | -4.4 | -10 | -6
N#Cc1ccsc1NC(=O)COc1ccc(-c2nnco2)cc1 | 108 | 10 | 104 | 0 | 9 | -4 | -2.7 | 19 | 12
COc1ccc(OC)c(NC(=O)NCCc2cccc(Cl)c2)c1 | 98 | 2 | 100 | 0 | 2 | -1 | 0.9 | -2 | 3
O=C(Nn1c(COc2ccccc2)nc2ccccc2c1=O)C(Cl)(Cl)Cl | 98 | nt | 91 | 2 | 2 | nt | -2.2 | nt | nt
COc1ccc([C@H]2/C=C\CN(S(=O)(=O)c3cccc4cccnc34)[C@@H](C)C(=O)N2Cc2ccc(F)cc2)cc1 | 90 | -3 | 95 | 0 | -4 | -3 | 2.9 | 2 | 1
Cc1c(C#N)sc2nc(-c3ccccc3)nc(N3CCCC3)c12 | nt | 0 | 103 | 2 | -4 | 9 | 2.2 | 3 | 2
CCOC(=O)c1cn(Cc2ccccc2)nc1-c1ccccc1 | 100 | 2 | 85 | 0 | 9 | 2 | 1.7 | 6 | 1
COc1cccc(NC(=S)N(CCN2CCCCC2)Cc2ccco2)c1 | 97 | 0 | 96 | 0 | -3 | 10 | 0.0 | 0 | -2
O=C1c2ccsc2SCCN1Cc1ccc(Cl)cc1 | 97 | 1 | 72 | 1 | 7 | -1 | 2.8 | -2 | 7
COc1ccc(S(=O)(=O)N2CCc3ccccc3C2)cc1OC | 103 | -2 | 95 | 0 | 4 | 12 | -1.7 | 5 | 4
CCCc1cc(NCC2CCCO2)n2c(nc3ccccc32)c1C#N (stereo unspecified) | nt | -3 | ? | 2 | -15 | 15 | -0.3 | 10 | 3
O=C(N/N=C/c1ccc(O)cc1)c1cc(C23CC4CC(CC(C4)C2)C3)[nH]n1 | 107 | 2 | 104 | 1 | 21 | 6 | -0.1 | 7 | 3
COc1cc(C(F)(F)F)c(C(=O)N(C)Cc2cccc(Cl)c2)cn1 | 96 | 1 | 99 | 0 | -10 | -1 | -2.0 | -5 | 3
O=C(NCc1ccccn1)c1ccc(OC2CCN(Cc3ccc(F)cc3F)CC2)cc1 | 106 | 2 | 103 | 0 | 7 | 3 | -0.6 | 15 | 10
CN(C(=O)CSc1ncnc2sc3c(c12)CCCC3)C1CCS(=O)(=O)C1 (stereo unspecified) | 100 | nt | 108 | 1 | -9 | -4 | nt | nt | nt
Cc1ccc(N=Cc2c(O)n(-c3nccs3)c(=O)c3ccccc23)c(C)c1 | 107 | 6 | 106 | 0 | 3 | 2 | 16 | 2 | 3
COCc1cc(C)nc(OCC(=O)N/N=C/c2cc(C)n(-c3c(C)cccc3C)c2C)c1C#N | 92 | 1 | 102 | 1 | 9 | 3 | -0.7 | 5 | 0
Cc1ccc(C(=O)NCCc2nnc3ccc(NCCCN4CCOCC4)nn23)cc1 | 111 | 1 | 108 | 0 | -12 | 8 | 0.0 | 9 | 6

Arranged by value in MCL1-BIM inh (lowest first): four from the list above.
canonical_smiles	AGP1 TOR yeast	CIT2 TOR yeast	GRK2 inh	VLA-4 inh	GLD-1 TGE inh	MEX-5 binding	MCL1-BIM inh	BCLXL inh
CC(C(=O)N1CCN(C)CC1)N1C(=O)c2ccccc2C1=O (stereo unspecified)	99	96	1	7	3	-4.4	-10	-6
COc1ccc(S(=O)(=O)N2CCc3ccccc3C2)cc1OC	103	95	0	4	12	-1.7	5	4
CCCc1cc(NCC2CCCO2)n2c(nc3ccccc32)c1C#N (stereo unspecified)	nt	?	2	-15	15	-0.3	10	3
CC1=CC(c2ccccc2)n2nc(NS(=O)(=O)c3ccc(C)cc3)nc2N1 (stereo unspecified)	105	99	0	19	7	nt	12	7

In the list so far, these contain fluorine.
SMILES | AGP1 TOR yeast | Fam108B counter | CIT2 TOR yeast | GRK2 inh | VLA-4 inh | GLD-1 TGE inh | MEX-5 binding | MCL1-BIM inh | BCLXL inh
COc1ccc([C@H]2/C=C\CN(S(=O)(=O)c3cccc4cccnc34)[C@@H](C)C(=O)N2Cc2ccc(F)cc2)cc1 | 90 | -3 | 95 | 0 | -4 | -3 | 2.9 | 2 | 1
COc1cc(C(F)(F)F)c(C(=O)N(C)Cc2cccc(Cl)c2)cn1 | 96 | 1 | 99 | 0 | -10 | -1 | -2.0 | -5 | 3
O=C(NCc1ccccn1)c1ccc(OC2CCN(Cc3ccc(F)cc3F)CC2)cc1 | 106 | 2 | 103 | 0 | 7 | 3 | -0.6 | 15 | 10

(more compounds)
SMILES | AGP1 TOR yeast | Fam108B counter | CIT2 TOR yeast | GRK2 inh | VLA-4 inh | GLD-1 TGE inh | MEX-5 binding | MCL1-BIM inh | BCLXL inh
O=C(OC(C(=O)NC1CCCCC1)c1ccc(C(F)(F)F)cc1)c1ccco1 (stereo unspecified) | 106 | 0 | 91 | 0 | 27 | 2 | 0.4 | -2 | -2
O=C(Nc1ccccc1Br)C(=O)N1CCCC1 | 103 | -3 | 102 | 3 | -1 | 9 | -3.4 | -6 | 4
COc1ccc(NC(=O)c2nnn(CC(=O)Nc3ccccc3OC)c2N)c(OC)c1 | 100 | -2 | 104 | 0 | 0 | -2 | 1.1 | 10 | 9
CCC(C)NC(=O)NC(=O)CSc1nnc(-c2ccccc2F)n1C1CC1 (stereo unspecified) | 100 | -1 | 93 | 49* | 1 | -2 | 0.6 | -1 | 1
COc1cccc(-c2nc(-c3ccncc3)no2)c1 | 100 | 2 | 108 | 0 | 2 | -4 | 0.6 | 7 | 3
Nn1c(SCC(=O)N2CCCCCC2)nnc1-c1ccncc1 | 107 | 0 | nt | 0 | 2 | 0 | 0.2 | 0 | -2
CSc1ncccc1C(=O)OCCCC(=O)c1ccc(F)cc1 | 97 | nt | 84 | 2 | 5 | 1 | nt | nt | nt
CC(CN)(NS(=O)(=O)c1ccccc1)c1ccccc1 (stereo unspecified) | 93 | nt | 102 | 0 | -2 | nt | 2.4 | nt | nt
COc1cccc(CNC(=O)c2csc3c2CCCC3)c1 | 98 | -1 | 81 | 0 | -7 | 1 | -2.1 | 5 | 5
CC(C)(C)n1nc2c(c1NC(=O)Cc1cccc3ccccc13)CS(=O)C2 (stereo unspecified) | 103 | 2 | 102 | 0 | 49 | -4 | -0.3 | -4 | -1
O=C(CN1C(=O)NC(Cc2ccccc2)C1=O)Nc1ccc(OC(F)F)cc1 (stereo unspecified) | 101 | 1 | 98 | 4 | 9 | 6 | 0.6 | -1 | 1
CN(C)/C=C1\N=C(c2cccnc2Oc2ccc(Cl)cc2)OC1=O | 104 | -2 | 90 | 0 | -2 | 4 | -3.2 | 1 | 1
CC(C)(CNc1ccc([N+](=O)[O-])cc1C#N)N1CCOCC1 | 104 | 3 | 102 | 2 | 2 | -10 | 0.0 | -7 | -4
CCCCSc1nc(O)c(C2OC(=O)c3c2ccc(OC)c3OC)c(=O)n1C (stereo unspecified) | 106 | 0 | 104 | 0 | 22 | 1 | 2.3 | 11 | 10
O=C(c1ccc(COc2ccc(F)cc2)o1)n1cccn1 | 108 | 2 | 104 | 6 | 16 | -6 | -1.9 | -4 | 3
CC(Oc1ccc(Cl)cc1)C(=O)N1CCN(C(=O)c2ccco2)CC1 (stereo unspecified) | 99 | nt | 98 | 0 | 32 | 2 | nt | 4 | 0
O=C(N/N=C/C(Br)=C/c1ccccc1)c1cnccn1 | 102 | -1 | 100 | 0 | 0 | 5 | -0.6 | 4 | -1
COc1ccc(S(=O)(=O)N=Nc2c(O)[nH]c3ccccc23)cc1 | 103 | 3 | 102 | 14 | 14 | -1 | -0.8 | -1 | 8
COCC(C)n1c(COc2ccccc2F)nnc1SCC(=O)c1c(N)n(C)c(=O)n(C)c1=O (stereo unspecified) | 102 | -1 | 103 | 1 | 10 | 2 | 0.9 | -3 | -9
CCOC(=O)c1ccc(NC(=O)CCc2nc(-c3cccc(C)c3)no2)cc1 | 96 | -8 | 95 | 1 | 0 | 5 | -1.2 | 3 | 2

Ordered by heavy-atom count (descending): 3 of the compounds above.
SMILES | AGP1 TOR yeast | Fam108B counter | CIT2 TOR yeast | GRK2 inh | VLA-4 inh | GLD-1 TGE inh | MEX-5 binding | MCL1-BIM inh | BCLXL inh
CCC(C)NC(=O)NC(=O)CSc1nnc(-c2ccccc2F)n1C1CC1 (stereo unspecified) | 100 | -1 | 93 | 49* | 1 | -2 | 0.6 | -1 | 1
COc1ccc(S(=O)(=O)N=Nc2c(O)[nH]c3ccccc23)cc1 | 103 | 3 | 102 | 14 | 14 | -1 | -0.8 | -1 | 8
CC(CN)(NS(=O)(=O)c1ccccc1)c1ccccc1 (stereo unspecified) | 93 | nt | 102 | 0 | -2 | nt | 2.4 | nt | nt

(listing goes on)
SMILES | AGP1 TOR yeast | Fam108B counter | CIT2 TOR yeast | GRK2 inh | VLA-4 inh | GLD-1 TGE inh | MEX-5 binding | MCL1-BIM inh | BCLXL inh
CCN(CC)C(=O)C(=O)c1cccn1-c1ccccc1C#N | 108 | -1 | nt | 1 | -4 | 13 | -4.1 | 1 | 1
CC(C(=O)NCC(=O)Nc1ccc(F)c(F)c1F)N1CCN(Cc2ccc(C#N)cc2)CC1 (stereo unspecified) | 111 | nt | 99 | 4 | 7 | 2 | nt | -4 | -1
COc1ccc(C(C)NC(=O)c2ccc(Cl)cc2)cc1OC (stereo unspecified) | 103 | 4 | 101 | 3 | 7 | -4 | -2.1 | -11 | -4
CC(=O)Nc1ccc(C(=O)OCc2ccccc2Cl)cc1 | 90 | -2 | 96 | 4 | 0 | 3 | -2.4 | -7 | 1
c1ccc2c(NCCc3c[nH]c4ccccc34)c3ccccc3nc2c1 | 103 | 1 | 80 | 0 | 11 | 2 | -5.8 | -4 | -1
COc1ccc(-c2cn3c(C)c(C(=O)Nc4cccc(NC(C)=O)c4)sc3n2)cc1 | 98 | -6 | 97 | 0 | 1 | 7 | -2.5 | 5 | 8
CN(C)C(=O)[C@H]1C[C@H]1[C@@H](O)[C@H](CO)NC(=O)[C@H](COCc1ccccc1)NC(=O)OC(C)(C)C | 86 | 8 | 100 | 4 | 23 | 5 | -0.3 | 6 | 2
CCc1noc(C)c1C(=O)N1CCN(S(=O)(=O)c2c(C)cc(C)cc2C)CC1 | 101 | nt | 98 | 0 | 1 | -5 | nt | 3 | -1
CC(=O)Nc1ccc(S(=O)(=O)N2CCN=C2SCc2ccc([N+](=O)[O-])cc2)cc1 | 100 | 0 | 90 | 0 | -10 | 12 | 1.1 | 6 | 4
